S3 lipid droplet – qHTS Assay for Lipid Storage Modulators in Drosophila S3 Cells | AID 2685 | Drosophila S3 cells, BODIPY lipid droplet fluorescence, 18-24 h; cells fed with added oleic acid | lipid storage change, negative = inhibition, % at the top dose, mostly 46.1 µM; hits show Potency in µM | hit rate 0.64% among 320,000; active means well fitted inhibition curve with a large enough effect in the signal ratio, with a control signal flat, not every such curve was filed as active; inconclusive means small, poorly fitted or top-dose-only effect, or effect the other way, or a change in a side signal; the % refers to the signal ratio
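Drosophila S3 cells loaded with oleic acid (400 uM, as added) and compounds at several concentrations; lipid droplets imaged by 488-nm laser-scanning cytometry, 500–530 nm intensity and object ratio to cell channel. Percent activity normalized to 20 uM Triacsin C.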
S3 lipid droplet cell count max – further read-out of S3 lipid droplet, marked with its call; cell number change, %; measured here: cell count max response;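 cells counted by Cell Tracker Red CMTPX staining in the red channel; peak over a dose series mostly up to 46.1 µM; percent activity relative to internal control wells on each plate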
* hit, by the source's call; i = inactive; ? = inconclusive; . = no result given; [ ] = remark or other dose. On the % scale 0 is the no-effect control and ±100 the full control effect; potency means the concentration at half of the fitted maximal effect. The list is partial. The share of hits here may be higher or lower than overall.

SMILES | S3 lipid droplet | S3 lipid droplet cell count max
CCOC(=O)c1c(C)nc2sc3c(c2c1-c1ccc(OC)cc1)NC(c1ccccc1)NC3=O (stereo not given) | ? | .
O=C(c1ccc([N+](=O)[O-])cc1)N(Cc1cccs1)C1CCS(=O)(=O)C1 (stereo not given) | i | -19
CCC(=Cc1ccc(CC)cn1)CC | ? | .
CCCCC(=O)Nc1cccc(NC(=O)C(C)C)c1 | ? | .
CSCCC(NC(=O)C1CCCCC1)c1nc2ccccc2[nH]1 (stereo not given) | 10% | 5
Cc1ccc(CNC(=O)CCNS(=O)(=O)c2cccs2)cc1 | 4% | 2
Cc1ccccc1N(C(=O)c1snc(C(N)=O)c1N)C(C(=O)NC1CCCC1)c1ccco1 (stereo not given) | ? | .
CC1=C(C(=O)Nc2ccccc2)C(c2ccc(C)cc2)N=C(Nc2nc3ccccc3o2)N1 (stereo not given) | ? | .
O=C(CNS(=O)(=O)c1ccc(Br)s1)N1CCN(c2ncccn2)CC1 | ? | .
CC(=O)N1CCOc2ccc(S(=O)(=O)NCC3CCC(C(=O)Nc4ccc(C)cn4)CC3)cc21 (stereo not given) | ? | .

Compound profiles (already shown). Screens in order: S3 lipid droplet | S3 lipid droplet cell count max
`CSCCC(NC(=O)C1CCCCC1)c1nc2ccccc2[nH]1` (stereo not given) is listed as 10% | 5
`CC(=O)N1CCOc2ccc(S(=O)(=O)NCC3CCC(C(=O)Nc4ccc(C)cn4)CC3)cc21` (stereo not given) is listed as ? | .

(listing goes on)
SMILES | S3 lipid droplet | S3 lipid droplet cell count max
CSc1nnc(-c2ccccc2)c(=O)[nH]1 | ? | .
C=CCn1c(SCC(=O)NCc2ccc3c(c2)OCO3)nnc1C1CCCCC1 | -2% | -24
CC1=NNC(=O)C1CCC(=O)N/N=C/C=C/c1ccccc1 (stereo not given) | 1% | 7
Cc1onc(-c2ccccc2)c1C(=O)Nc1ccc(Cl)cn1 | 5% | 10
Oc1cccc(/C=N/Nc2cc(N3CCOCC3)nc(N3CCOCC3)n2)c1 | ? | .
COc1cccc(NC(=O)COc2ccc(Br)c(C)c2)c1 | 14% | -7
O=S(=O)(NCC1(N2CCOCC2)CCCCC1)c1ccc(F)c(F)c1F | ? | .
COc1ccc(N2CCN(CCCNC(=O)CN3C(=O)COc4ccccc43)CC2)cc1 | i | -22
O=C(NCC(=O)N(c1ccccc1F)C(C(=O)NC1CCCC1)c1ccncc1)c1ccco1 (stereo not given) | -12% | -20
CCOC(=O)N1CCN(c2nc3ccc(C)cc3n3cnnc23)CC1 | ? | .

Ordered by molar mass (highest first): three of the compounds above.
SMILES | S3 lipid droplet | S3 lipid droplet cell count max
COc1ccc(N2CCN(CCCNC(=O)CN3C(=O)COc4ccccc43)CC2)cc1 | i | -22
O=S(=O)(NCC1(N2CCOCC2)CCCCC1)c1ccc(F)c(F)c1F | ? | .
Cc1onc(-c2ccccc2)c1C(=O)Nc1ccc(Cl)cn1 | 5% | 10

Next part.
SMILES | S3 lipid droplet | S3 lipid droplet cell count max
CCc1cc(=O)oc2c3c(cc(OCC(=O)NCCC(=O)O)c12)OC(C)(C)CC3 | 2% | 5
COc1ccccc1CNC(=O)C1CCC(CNc2c(N3CCCCC3)c(=O)c2=O)CC1 (stereo not given) | 7% | 12
Cc1oc(-c2ccccc2F)nc1CS(=O)(=O)CC(=O)N1CCCCCC1 | ? | .
CCCc1ccc(OCC(O)CN2CCc3ccccc3C2)cc1 (stereo not given) | 12% | -2
Cn1c(/C=C/c2ccc([N+](=O)[O-])o2)nc2ccccc2c1=O | ? | .
O=C(CNS(=O)(=O)c1ccccc1)OCC(=O)c1ccccc1Cl | -25% | .
CC1(C)C[C@H](O)[C@]2(CO)CC[C@]3(C)C(=CCC4[C@@]5(C)CC[C@H](O)C(C)(C)C5CC[C@]43C)[C@@H]2C1 (stereo not given in full) | -15% | -3
O=C(O)/C=C/C(=O)Nc1ccc(N2CCOCC2)nc1N1CCOCC1 | ? | .
COc1ccccc1N(CC(=O)NC(C)(C)C)S(=O)(=O)c1cccs1 | 8% | 2
CC(=O)c1ccc(NC(=O)C(C)Nc2ccc(Cl)cc2)cc1 (stereo not given) | ? | .
COc1cccc(COC(=O)Cc2ccc(S(=O)(=O)N3CCOCC3)s2)c1OC | ? | .
O=C(O)CN1c2cccc3cccc(c23)S1(=O)=O | i | 17
CCOc1ccc2nc(/N=C/c3c(C)[nH]n(-c4ccccc4)c3=O)sc2c1 | 19% | 34
Oc1ccc(/C=N/Nc2ccnc3cc(Cl)ccc23)c(O)c1 | 29µM* | -20*
Cn1c(C(=O)NN)cc2cc(Oc3ccccc3)ccc21 | ? | .
S=c1nc(-c2ccco2)[nH][nH]1 | ? | .
COc1cccc(NC(=O)N(Cc2ccco2)C(C)c2cccs2)c1 (stereo not given) | i | .
c1cnc(N2CCN(c3nc4ccccc4n4cnnc34)CC2)nc1 | ? | .
CCNc1nc(N)nc(Oc2ccc(C(=O)OC)cc2)n1 | -25% | 17
O=C(CCn1[nH]c(=O)c2ccccc2c1=O)OC1CCCCC1 | ? | .

6 entries drawn at random from the list so far:
SMILES | S3 lipid droplet | S3 lipid droplet cell count max
COc1cccc(NC(=O)N(Cc2ccco2)C(C)c2cccs2)c1 (stereo not given) | i | .
CC1=NNC(=O)C1CCC(=O)N/N=C/C=C/c1ccccc1 (stereo not given) | 1% | 7
C=CCn1c(SCC(=O)NCc2ccc3c(c2)OCO3)nnc1C1CCCCC1 | -2% | -24
CC1=C(C(=O)Nc2ccccc2)C(c2ccc(C)cc2)N=C(Nc2nc3ccccc3o2)N1 (stereo not given) | ? | .
c1cnc(N2CCN(c3nc4ccccc4n4cnnc34)CC2)nc1 | ? | .
O=C(CNS(=O)(=O)c1ccc(Br)s1)N1CCN(c2ncccn2)CC1 | ? | .

Next compounds
SMILES | S3 lipid droplet | S3 lipid droplet cell count max
CS(=O)(=O)N(CC(=O)NCc1ccco1)Cc1ccc(Cl)cc1 | i | -13
O=C(CN(CC1CCCO1)C(=O)CNS(=O)(=O)c1ccc(Cl)cc1)NC1CCCC1 (stereo not given) | i | -15
Cc1nc(-c2ccc(NC(=O)CC(C)C)cc2)cs1 | ? | .
OCC[C@@H]1C[C@@H](O)[C@H](O)[C@]2(OCCc3ccccc32)O1 | ? | .
CCc1nnc(NC(=O)CCC(=O)N2CCN(Cc3ccccc3)CC2)s1 | 7% | -2
N#Cc1c(N)nc2c(c1N)CC(CO)O2 (stereo not given) | ? | .
O=C(O)c1cc([N+](=O)[O-])ccc1C(=O)Nc1cccc([N+](=O)[O-])c1 | 10% | 18
CCN(CC)C(=O)Cn1cc(S(=O)(=O)CC(=O)NCc2ccc3c(c2)OCO3)c2ccccc21 | 4% | 20
Cc1cc(C)c2cc(C(c3nnnn3C3CCCC3)N3CCOCC3)c(=O)[nH]c2c1 (stereo not given) | 12% | -16
N#Cc1ccc2c(c1)C[C@]1(CCCCN3C(=O)c4ccccc4C3=O)OC3=C(C(=O)OC4(CCCCC4)C3)C2O1 | 17%[9.22 µM] | 15
Cc1ccc2oc(=O)c3cc(C(=O)NCCCN4C(C)CCCC4C)sc3c2c1 (stereo not given) | ? | .
COc1ccc(NS(=O)(=O)c2ccc3ccccc3c2)c2ncccc12 | ? | .
COc1cc(NC(=S)NN2CCN(C)CC2)cc(OC)c1 | ? | .
CN(Cc1ccccc1)C(=O)CN(c1ccccc1Cl)S(C)(=O)=O | 16% | 20
O=C(NCCO)c1c(O)c2cccc3c2n(c1=O)CC3 | ? | .
CCNc1nn2ccccc2c1/C=C(\C#N)C(=O)OCC | 8% | 3
CCOc1ccc(-n2nnc3c(=O)n(CC(=O)Nc4cc(C)on4)cnc32)cc1 | ? | .
C=CCOc1ccc(CN(C)Cc2nc3cc(C(F)(F)F)ccc3c(=O)[nH]2)cc1 | 1% | -16
COc1ccc(NC(=O)COc2ncnc3ccccc23)cc1S(=O)(=O)N1CCOCC1 | ? | .
Cn1cc(CN(CCO)Cc2cccs2)c(-c2ccccc2F)n1 | -18% | -12
OCCNCCO | 9% | 4
Cc1c(C=O)c2ccccn2c1C(=O)c1ccc(Cl)c([N+](=O)[O-])c1 | 5% | 15
CC(=O)Nc1cccc(NC(=O)CSc2nnnn2Cc2ccccc2)c1 | -1% | -9
CCCCN(CC(=O)NC1CC1)S(=O)(=O)c1ccc(OCC)cc1 | ? | .
COC(=O)c1[nH]c2ccccc2c1NC(=O)C(C)N1CCOCC1 (stereo not given) | 5% | 9
O=C(Nc1ccccc1C(=O)N1CCCCC1)c1ccco1 | ? | .
CCOc1ccc(-c2n[nH]c(C(=O)NN)c2C)cc1 | ? | .
Cc1nc(Nc2ccc(Cl)cc2)c2nnn(Cc3ccccc3)c2n1 | 14% | -2
Cn1c(/C(C#N)=C(\O)c2ccc([N+](=O)[O-])s2)nc2ccccc21 | ? | .
CC(C)Oc1cccc(C(=O)C2CCCN(C(=O)c3cc(C4CC4)[nH]n3)C2)c1 (stereo not given) | ? | .
O=C(CN1C(=O)NC2(CCCCCCC2)C1=O)Nc1ccc(Cl)cc1 | 26% | 27

From PubChem BioAssay
